PLK1 PBD block = blocks phosphopeptide binding to human PLK1 polo-box domain; P53350; Plk1 PBD binding of FITC phosphopeptide, fluorescence polarization; Potency, µM, for the others: max response, negative = inhibition, usual class: inhibitors; 2.8% of 360,000 active; AID 720504; further: potency means the concentration at half of the fitted maximal effect; series mostly up to about 57 µM; on the % scale 0 is the no-effect control and ±100 the full control effect; nearly all actives have a fitted effect of over 65% in size
aSyn rescue = rescues yeast growth from alpha-synuclein toxicity; AID 652106; 0.14% of 370,000 active; Yeast expressing alpha-synuclein, growth rescue, BacTiter-Glo, 24 h; Potency, µM (highest dose often 46.1 µM), for inactives: at the top dose growth rescue (activation), usual class: activators; further: potency means the concentration at half of the fitted maximal effect; % of control where 0% means no effect; nearly all actives have a fitted effect of over 65% in size
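Rescue of yeast growth: cells expressing toxic alpha-synuclein, induced in galactose at OD600 0.02, incubated with compound 24 h at 30 C. ATP luminescence quantified growth; inhibitors of toxicity appear as activators.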
PI5P4Ka inh = blocks human PI5P4K alpha kinase activity; P48426; PI5P4Kalpha enzyme, ADP-Glo luminescence, 60 min; hits give low values; max response, %; 1.2% of 330,000 active; AID 652105; active means max response of -50% or lower; inconclusive means between -30% and -50%; inactive means -30% or higher; further: value at the top dose of about 77 µM; on the % scale 0 is the no-effect control and ±100 the full control effect
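Human PI5P4Kalpha with substrate in 0.038 M HEPES pH 7.4, 0.28 mM EGTA, 0.1% CHAPS, 5% DMSO; reaction started with 5 microM ATP (final), 60 min at room temperature. ADP formed read by ADP-Glo luminescence.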
WRN helicase inh = WRN helicase (human) inhibition. Q14191. WRN helicase unwinding, fluorescent forked duplex, kinetic. Potency, µM (titrated, usually from 114 µM), without a hit: at the highest dose activity change, negative = inhibition, actives largely listed as inhibitors. 0.46% of 360,000 active; further: potency means the concentration at half of the fitted maximal effect; on the % scale 0 is the no-effect control and ±100 the full control effect; nearly all actives have a fitted effect of over 55% in size
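Kinetic fluorescence helicase assay: unwinding of a quenched forked DNA duplex (100 nM final) with 2 mM ATP final raises red fluorescence (525/598 nm). Compounds sat 15 min at room temperature with 20 nM WRN beforehand.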
IL2 activator = IL-2 activation | activation, % (series mostly up to about 46 µM) | 0.065% of 360,000 active | IL-2 activation reporter assay, cell-based qHTS; stimulated with anti-CD3/CD4/CD28 beads; in transgenic mouse T cells; in the data active means activation above about 50%; inconclusive means mostly about 30% to 49%; further: 0% is about no effect
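Quantitative HTS in unstimulated transgenic mouse T cells, with memory T cells as non-tolerant control and PMA/ionomycin as tolerance-bypass control. Compound pretreatment lasted 60 minutes before 18 h bead stimulation; EGFP/DsRed fluorescence read.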
FUS suppressor = suppressors of FUS proteinopathy in yeast; S. cerevisiae FUS-expressing, growth rescue, OD600, 24 h; Potency, µM (highest dose often 76.6 µM), inactives show at the highest dose growth rescue (activation), usual class: activators; 0.24% of 390,000 active;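 further: potency means the concentration at half of the fitted maximal effect; plate controls were DMSO vehicle for no effect and reference control for full effect; nearly all actives have a fitted effect of over 55% in size; some results filed as inactive show a strong effect at the top dose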
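Quantitative HTS measuring growth restoration of FUS-toxic yeast. Galactose-induced cells (OD 0.005) were exposed 24hr at 30C to compounds at several concentrations, then absorbance at 600 nm was recorded.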
EPAC1 antag = blocks human EPAC1 exchange factor; 0.14% of 360,000 active; EPAC1 GEF assay, Rap1b-BODIPY-GDP exchange fluorescence; Potency, µM (titrated, usually from 115 µM), for inactives: at the top dose activity change, negative = inhibition, actives largely listed as inhibitors; AID 720709;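 further: potency means the concentration at half of the fitted maximal effect; plate controls were vehicle for no effect and positive control for full effect; nearly all actives have a fitted effect of over 50% in size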
Target sequence (O95398 whole entry, looked up): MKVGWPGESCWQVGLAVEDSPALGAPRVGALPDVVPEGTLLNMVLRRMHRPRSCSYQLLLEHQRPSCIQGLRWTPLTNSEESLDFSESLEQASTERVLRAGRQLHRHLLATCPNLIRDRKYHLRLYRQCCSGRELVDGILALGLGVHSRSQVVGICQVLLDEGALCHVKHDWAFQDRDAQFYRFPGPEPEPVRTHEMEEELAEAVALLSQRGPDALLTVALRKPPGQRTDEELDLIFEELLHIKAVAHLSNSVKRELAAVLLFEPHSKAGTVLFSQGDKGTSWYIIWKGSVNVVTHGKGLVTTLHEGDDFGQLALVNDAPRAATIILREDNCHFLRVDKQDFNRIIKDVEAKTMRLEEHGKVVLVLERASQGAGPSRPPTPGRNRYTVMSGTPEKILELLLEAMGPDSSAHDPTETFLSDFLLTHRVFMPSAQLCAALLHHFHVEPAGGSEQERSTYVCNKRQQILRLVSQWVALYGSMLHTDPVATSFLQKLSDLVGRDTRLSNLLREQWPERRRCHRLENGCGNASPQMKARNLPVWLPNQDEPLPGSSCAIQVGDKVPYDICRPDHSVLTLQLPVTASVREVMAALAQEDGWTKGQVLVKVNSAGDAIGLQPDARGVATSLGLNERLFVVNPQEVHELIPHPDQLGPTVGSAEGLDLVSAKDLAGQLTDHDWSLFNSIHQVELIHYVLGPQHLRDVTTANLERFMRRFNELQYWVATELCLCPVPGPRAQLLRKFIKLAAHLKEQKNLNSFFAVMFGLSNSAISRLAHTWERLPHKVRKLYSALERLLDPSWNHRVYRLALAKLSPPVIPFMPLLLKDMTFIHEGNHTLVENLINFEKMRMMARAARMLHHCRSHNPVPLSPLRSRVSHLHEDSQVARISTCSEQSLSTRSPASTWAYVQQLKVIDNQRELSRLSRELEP
Abeta rescue = restores growth of yeast expressing A-beta42 peptide; yeast expressing A-beta42, growth rescue, OD600, 48 h; response scale: 0% DMSO, 100% iron-clioquinol control; Potency, µM (series often up to 46.1 µM), inactives show at the top dose growth rescue, actives largely listed as activators; 0.063% of 410,000 active; AID 1347071; further: potency means the concentration at half of the fitted maximal effect; nearly all actives have a fitted effect of over 55% in size
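Growth rescue measured by 600 nm absorbance after 48 h yeast culture at 30 C with compound. Values normalized between DMSO and an equimolar ferric chloride plus clioquinol control.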
EPAC1 agonist = activates human EPAC1 exchange factor | O95398 | AID 720707 | 0.073% of 360,000 active | Potency, µM (series often up to 154 µM), inactives show at the highest dose activation, usual class: activators | EPAC1 agonist qHTS, biochemical assay; response scale: 100% = response to 6.5 mM cAMP; further: potency means the concentration at half of the fitted maximal effect; nearly all actives have a fitted effect of over 60% in size
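Nucleotide exchange assay: 100 nM EPAC1 with 250 nM Rap1B loaded with BODIPY-GDP and 50 uM GDP, room temperature. Fluorescence (480/540 nm) read every 5 min for 30 min; signal change normalized to 6.5 mM cAMP as full agonist.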
* hit, by the source's call; ? = inconclusive; . = no result given; [ ] = remark or other dose. Unless noted, the call rests on the fitted dose curve; in most records, active means well fitted curve in the direction sought with a large enough effect; inconclusive means small, poorly fitted or top-dose-only effect, or another doubt; inactive means no such curve, though single readings can be large; an effect the other way counts as inactive or inconclusive.

SMILES	PLK1 PBD block	aSyn rescue	PI5P4Ka inh	WRN helicase inh	IL2 activator	FUS suppressor	EPAC1 antag	Abeta rescue	EPAC1 agonist
Cc1onc(-c2c(F)cccc2Cl)c1C(=O)NC1CCSC1=O (configuration not stated)	-4%	3%	-1	-3%	0.0	13%	?	-5%	0%
Cn1c(COc2ccccc2)nnc1SCCN1CCOCC1	-8%	3%	-1	-7%	-3.4	9%	11%	-14%	2%
Cc1cccc(C(=O)N2CCC(n3nnc4cc(F)ccc43)CC2)c1	0%	6%	-5	0%	0.3	4%	-9%	7%	4%
N#CC(C(=O)C12CC3CC(CC(C3)C1)C2)c1nc2ccccc2[nH]1 (configuration not stated)	7%	5%	-1	-9%	-0.9	?	-3%	3%	3%
Cn1c(=O)c2c(nc(Oc3ccc4ccccc4c3)n2C)n(C)c1=O	0%	0%	.	-7%	1.1	17%	2%	7%	-2%
Cc1ccc(N2CCN(CCc3nc4cc(NC(=O)c5ccco5)ccc4n3C)CC2)cc1	1%	9%	.	25%	-1.5	7%	-4%	20%	4%
CC1(C)[N+]([O-])=C2C(=[N+]([O-])C1(C)C)c1ccccc1/C2=N\O	-2%	1%	-1	0%	0.6	11%	3%	2%	-4%
CCN(CC)C1CCN(C(=O)c2cc(COc3ccccc3SC)on2)C1 (configuration not stated)	-3%	-7%	-5	2%[57.1 µM]	-4.4	5%	-9%	3%	-2%
CC1CCCCC1NC(=O)C1CCN(c2c3c(nc4ncnn24)CCC3)CC1 (configuration not stated)	-2%	2%	0	4%	-6.3	3%	10%	-3%	2%
COc1ccc(CCNC(=O)c2[nH]c(C)c(C(C)=O)c2C)cc1	-3%	1%	3	2%	-0.2	6%	-9%	-6%	9%
COc1cccc2c(=O)c(C(=O)O)c[nH]c12	-4%	-6%	.	-14%[57.1 µM]	-1.0	-6%	10%	-25%	7%
O=C(Nc1ccccc1C(=O)NCCN1CCOCC1)c1cccc([N+](=O)[O-])c1	-13%	1%	3	-33%	0.1	.	9%	5%	-3%
O=C(O)Cn1c(Cc2ccccc2)nc2ccccc21	-7%	-2%	8	6%	-0.2	-3%	-20%	-17%	4%
CCOc1ccc(-n2c(=O)cc(N3CCN(c4ccccc4)CC3)[nH]c2=O)cc1	-6%	-3%	.	5%	-1.8	22%	9%	2%	-4%
Cc1nc2nc[nH]n2c(=O)c1CCOC(=O)c1ccccc1F	-18%	0%	-3	3%	0.9	5%	-7%	-11%	6%

Arranged by formula weight (largest number first): 4 of the compounds above
SMILES	PLK1 PBD block	aSyn rescue	PI5P4Ka inh	WRN helicase inh	IL2 activator	FUS suppressor	EPAC1 antag	Abeta rescue	EPAC1 agonist
Cc1ccc(N2CCN(CCc3nc4cc(NC(=O)c5ccco5)ccc4n3C)CC2)cc1	1%	9%	.	25%	-1.5	7%	-4%	20%	4%
Cc1onc(-c2c(F)cccc2Cl)c1C(=O)NC1CCSC1=O (configuration not stated)	-4%	3%	-1	-3%	0.0	13%	?	-5%	0%
Cn1c(=O)c2c(nc(Oc3ccc4ccccc4c3)n2C)n(C)c1=O	0%	0%	.	-7%	1.1	17%	2%	7%	-2%
COc1cccc2c(=O)c(C(=O)O)c[nH]c12	-4%	-6%	.	-14%[57.1 µM]	-1.0	-6%	10%	-25%	7%

6 compounds from above, arranged by their value in EPAC1 antag, falling:
SMILES	EPAC1 antag
COc1cccc2c(=O)c(C(=O)O)c[nH]c12	10%
O=C(Nc1ccccc1C(=O)NCCN1CCOCC1)c1cccc([N+](=O)[O-])c1	9%
Cn1c(=O)c2c(nc(Oc3ccc4ccccc4c3)n2C)n(C)c1=O	2%
Cc1ccc(N2CCN(CCc3nc4cc(NC(=O)c5ccco5)ccc4n3C)CC2)cc1	-4%
Cc1cccc(C(=O)N2CCC(n3nnc4cc(F)ccc43)CC2)c1	-9%
O=C(O)Cn1c(Cc2ccccc2)nc2ccccc21	-20%

Next part
SMILES	PLK1 PBD block	aSyn rescue	PI5P4Ka inh	WRN helicase inh	IL2 activator	FUS suppressor	EPAC1 antag	Abeta rescue	EPAC1 agonist
Cc1cc(C)n2nc(SCC(=O)N3CCN(c4ccc(F)cc4)CC3)nc2n1	-1%	4%[1.84 µM]	5	3%	0.3	21%	9%	0%	5%
CN(C(=O)CSc1ncnc2ccccc12)C1CCS(=O)(=O)C1 (configuration not stated)	-15%	-8%	1	3%	0.1	-1%	-20%	-7%	2%
CCOc1cc(OCC)cc(C(=O)N2CCC[C@H]2C(=O)N2CCC[C@H]2C(=O)N[C@H](C)c2ccccc2)c1	-9%	-5%	-2	1%	-0.5	18%	-15%	-6%	23%
O=C(c1ccc(-c2nc3ccccc3s2)s1)N1CCOCC1	-2%	-11%	?	-7%	0.6	17%	3%	-34%[inhibitor]	6%
Cc1ccc(-n2nnnc2CS(=O)(=O)c2ccccc2)c(C)c1	-12%	19%	0	-15%	-0.1	8%	-3%	1%	9%
COc1cccc(CSc2nnc(-c3ccco3)n2C)c1	-6%	-2%	0	-3%	-0.6	21%	-1%	-5%	4%
S=C(NCCNC(=S)Nc1ccccc1Cl)Nc1ccccc1Cl	-20%	3%	0	-4%	-0.4	10%	-18%	-15%	13%
CCOc1ccc(Cl)cc1CNCCNCCO	3%	-4%	.	9%	-0.3	2%	12%	6%	-2%
Clc1cccc(N/N=C/c2ccncc2)c1	-14%	-12%	9	-15%	-3.3	.	-16%	-17%	-4%
NC(=O)c1c(N)sc2c1CCCC2	24µM*	-1%	-7	3%	-1.5	11%	-3%	14%	-1%
Cc1ccc(OCC(=O)NNC(=O)C2CCN(c3ncnc4sc(C)c(C)c34)CC2)cc1	-9%	-3%	4	-1%	-0.3	21%	-2%	10%	9%
CCCn1cc(C(CC(=O)O)C(=O)O)c2ccccc21 (configuration not stated)	-12%	-3%	.	-12%	-0.4	27%	-10%	4%	8%
CCOc1ccccc1Nc1ncnc2ccccc12	-7%	-11%	-3	9%	0.2	-7%	-1%	-3%	2%
CCCCCCn1c(C(C)O)nc2ccccc21 (configuration not stated)	0%	2%	1	-3%	-2.9	-15%	8%	29%	-1%
CCN(C(=O)Cc1cccs1)c1nnc(-c2cc(OC)c(OC)c(OC)c2)s1	-2%	13%	5	-12%	-2.1	19%	0%	1%	2%

Laid out differently: results already given.
| molecule | PLK1 PBD block | aSyn rescue | PI5P4Ka inh | WRN helicase inh | IL2 activator | FUS suppressor | EPAC1 antag | Abeta rescue | EPAC1 agonist |
| --- | --- | --- | --- | --- | --- | --- | --- | --- | --- |
| Clc1cccc(N/N=C/c2ccncc2)c1 | -14% | -12% | 9 | -15% | -3.3 | . | -16% | -17% | -4% |
| NC(=O)c1c(N)sc2c1CCCC2 | 24µM* | -1% | -7 | 3% | -1.5 | 11% | -3% | 14% | -1% |

Later entries:
SMILES	PLK1 PBD block	aSyn rescue	PI5P4Ka inh	WRN helicase inh	IL2 activator	FUS suppressor	EPAC1 antag	Abeta rescue	EPAC1 agonist
O=C(CC[C@H]1O[C@@H](n2cnc3c(NC(=O)c4ccccc4)ncnc32)[C@H](O)[C@@H]1O)NCC1CCCO1 (some centres not stated)	-24%	9%	2	5%	0.0	-9%	-23%	-14%	1%
CS(=O)(=O)N(CC(=O)NCc1ccc2c(c1)OCO2)C1CCCCC1	1%	1%	2	-4%	-1.8	-15%	?	-28%	8%
C=CCN1CN(S(=O)(=O)c2ccc(OC)cc2)c2nc3ccccc3nc21	-10%	4%	11	-13%	-4.7	7%	-1%	6%	18%
Cc1ccc(C)c(NS(=O)(=O)c2ccc(OCC(=O)NCc3ccco3)cc2)c1	-8%	-5%	-11	-4%	2.6	8%	-1%	0%	7%
CCn1c(SCC(=O)Nc2ccc(C)cc2)nc2sc3c(c2c1=O)CCN(C)C3	?	0%	-2	-1%	-2.2	1%	-5%	-5%	3%
O=C(CSc1nnc(CNC(=O)c2cccc(C(F)(F)F)c2)o1)NCC1CCCO1 (configuration not stated)	-1%	3%	1	1%	0.0	5%	-8%	-8%	6%
OC(CCCN1CCC(O)(c2ccc(Cl)cc2)CC1)c1ccc(F)cc1 (configuration not stated)	-5%	-7%	17	-3%	-0.2	-33%	0%	-12%	-10%
Cc1nc(SCCO)c([N+](=O)[O-])[nH]1	-26%	0%	6	-11%	0.0	-3%	3%	-13%	-10%
Cc1[nH]c2ccccc2c1CCN(Cc1cccs1)C(=S)NC(C)(C)C	-3%	0%	2	-4%	0.7	-9%	-8%	15%	-9%
COc1ccccc1N(CC(=O)NC1CCCCC1)S(=O)(=O)c1cccs1	-15%	-7%	1	3%	0.0	7%	-23%	10%	3%
Fc1ccc(Cn2nnnc2C(c2cccs2)N2CCN(C3CCCCC3)CC2)cc1 (configuration not stated)	6%	1%	4	1%	0.0	-32%	-14%	-2%	-11%
O=C(CSc1ccc(-c2ccc(Br)cc2)nn1)NCC1CCCO1 (configuration not stated)	-8%	-10%	-6	-16%	-0.5	4%	-6%	-11%	-2%
CC(=O)N1CCC(C(=O)c2ccc(Cl)cc2)CC1	-8%	0%	0	-1%	2.0	-23%	6%	-7%	3%
COc1ccc(C2=CSC3=NNC4(CCCCC4)NN23)cc1	-15%	-12%	0	10%	-3.6	23%	27%	-17%	-3%
CC(=O)Nc1ccc(-c2ccnc3c2CC(C(=O)Nc2ccc(Cl)c(C(F)(F)F)c2)O3)cc1 (configuration not stated)	-3%	1%	-13	-26%	-0.4	-2%	?	-16%	-5%
O=c1[nH]cnc2c1sc1nc(-c3ccccc3)c3c(c12)CCCC3	0%	8%	0	3%	-2.7	0%	18%	-2%	-5%
N#Cc1ccc(OCC(=O)OCC(=O)c2ccccc2)cc1	-1%	9%	-2	-2%	3.9	2%	0%	8%	-1%
